# TDP2 inh: human TDP2 enzyme inhibitors, primary screen, biochemical, epi absorbance, recombinant enzyme; 0.34% of 370,000 active; inhibition, % at 12.8 µM; T5PNP hydrolysis, p-nitrophenol absorbance 415 nm; Tyrosyl-DNA phosphodiesterase 2 (Homo sapiens), O95551;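 active = inhibition above the mean of all tested compounds plus 3 SD, set per campaign, cut at about 25% in these data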;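 also: 0% = DMSO with enzyme and 100% = buffer with substrate but no TDP2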
# Target sequence (O95551 whole entry, looked up): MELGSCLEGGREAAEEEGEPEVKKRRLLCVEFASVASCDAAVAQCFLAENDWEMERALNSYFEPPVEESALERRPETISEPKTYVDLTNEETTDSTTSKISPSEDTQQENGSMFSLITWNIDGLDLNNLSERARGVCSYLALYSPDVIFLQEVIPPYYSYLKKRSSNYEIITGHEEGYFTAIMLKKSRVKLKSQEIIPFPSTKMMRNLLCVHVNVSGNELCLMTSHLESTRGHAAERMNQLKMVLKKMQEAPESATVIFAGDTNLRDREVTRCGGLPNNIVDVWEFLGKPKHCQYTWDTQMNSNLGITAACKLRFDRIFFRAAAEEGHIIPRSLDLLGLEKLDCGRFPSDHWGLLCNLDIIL
#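 System – recombinant human TDP2 · Amount – 120 nM TDP2 per well · Buffer or medium – Mg2+-containing Tris-HCl buffer, pH 7.5 · Reagent – T5PNP substrate, 5 mM · Dosing – 12.8 µM single point, 1% DMSO · Incubation – 2 h at 37 °C · Measured by – epi absorbance · Read-out basis – percent inhibition · Benchmarks – high control without enzyme, low control DMSO plus TDP2 · Repeats – singlicate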
# PLCb3 inh: human PLC-beta3 inhibitors, primary screen, biochemical, fluorescence | 1-phosphatidylinositol 4,5-bisphosphate phosphodiesterase beta-3 (Homo sapiens), Q01970 | Purified PLC-beta3, fluorogenic substrate | inhibition, % at 12.2 µM | 0.18% of 370,000 active; in the data active = inhibition above about 11%;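 also: 0% = median of compound wells on plate and 100% = full blocker control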
# ADAM10 inh: human ADAM10 inhibitors, primary screen, biochemical, QFRET, HTS; Disintegrin and metalloproteinase domain-containing protein 10 (Homo sapiens), O14672; inhibition, % at 7 µM; AID 720582, 2013; recombinant ADAM10, EDANS/DABCYL FRET peptide cleavage, 3 h; 0.62% of 370,000 active;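 active = inhibition above a per-campaign cutoff equal to the mean of compounds falling between control-based bounds plus 3 SD, cut at about 20% in these data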;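 also: 0% = DMSO wells while the 100% control is not disclosed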
# ARFGAP1 inh: inhibitors of rat ARFGAP1 GAP activity, primary screen, biochemical, fluorescence polarization, GDP tracer | Arfgap1-stimulated ARF1 GTP hydrolysis, GDP FP detection | ADP-ribosylation factor GTPase-activating protein 1 (Rattus norvegicus), Q62848 | 0.26% of 360,000 active | inhibition, % at 16.5 µM | AID 651572, 2012;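 active = inhibition above a per-plate limit, mean inhibition of low control wells plus 3 SD, cut at about 25% in these data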;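 also: 0% = DMSO wells with enzyme and 100% = wells lacking Arfgap1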
# Target sequence (Q62848 1-136 limits assumed): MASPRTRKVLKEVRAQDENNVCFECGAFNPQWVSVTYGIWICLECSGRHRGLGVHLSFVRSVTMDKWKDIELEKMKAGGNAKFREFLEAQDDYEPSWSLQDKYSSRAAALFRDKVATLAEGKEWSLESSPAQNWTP
#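 Repeats: one replicate per compound; assay system: rat Arfgap1 catalytic domain, aa 1-136; times: enzyme reaction 120 min at 25 °C after 20 min preincubation; detection: FP of antibody-bound GDP Alexa 633 tracer, ex 620/em 688 nm; benchmarks: high control wells lacking Arfgap1, low control full reaction with DMSO; reagent: human ARF1(Δ1-17)-GTP substrate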
# SIAE primary: human SIAE inhibitors, primary screen, biochemical, fluorescence polarization, FP-Rh probe, 1536-well HTS | Sialate O-acetylesterase (Homo sapiens), Q9HAT2 | inhibition, % at 9.66 µM | SIAE FP-Rh probe binding | 0.69% of 370,000 active;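 active = inhibition above a cutoff: mean of compounds within the control limits plus 3 SD of those, cut at about 17% in these data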;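 also: 0% = plate median of compound wells and 100% = probe without SIAE protein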
# PLCg1 inh: PLC-gamma1 enzyme inhibitors, primary screen, biochemical, fluorescence, purified enzyme; 1-phosphatidylinositol 4,5-bisphosphate phosphodiesterase gamma-1 (Homo sapiens), P19174; fluorogenic substrate; inhibition, % at 12.2 µM; 0.84% of 370,000 active; AID 720700, 2013; in the data active = inhibition above about 9.5%
# ASAP1 inh: inhibitors of human ASAP1 ArfGAP activity, primary screen, biochemical, fluorescence polarization; 0.19% of 360,000 active; AID 624377, 2012; ASAP1-stimulated ARF1 GTP hydrolysis, GDP FP detection; inhibition, % at 16.5 µM; Arf-GAP with SH3 domain, ANK repeat and PH domain-containing protein 1 (Homo sapiens), …; in the data active = inhibition above about 25%;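 also: 0% = vehicle with enzyme and substrate and 100% = no enzyme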
# Target sequence (Q9ULH1 325-724 limits assumed): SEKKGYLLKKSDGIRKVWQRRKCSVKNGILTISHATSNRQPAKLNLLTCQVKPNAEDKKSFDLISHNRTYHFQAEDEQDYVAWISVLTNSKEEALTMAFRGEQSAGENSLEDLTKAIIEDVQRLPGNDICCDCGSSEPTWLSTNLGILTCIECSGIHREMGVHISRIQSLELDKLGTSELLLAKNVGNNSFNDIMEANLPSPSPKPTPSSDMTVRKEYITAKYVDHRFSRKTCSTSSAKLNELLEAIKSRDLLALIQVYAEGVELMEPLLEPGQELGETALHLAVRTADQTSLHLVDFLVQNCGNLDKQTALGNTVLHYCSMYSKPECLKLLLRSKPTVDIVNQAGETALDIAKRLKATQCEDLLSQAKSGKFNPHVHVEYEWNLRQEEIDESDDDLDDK
# Tn6 DDE FP: inhibitors of Tn6 peptide binding to fibrin DD(E), primary screen, biochemical, fluorescence polarization, human fibrin, Tn6 probe; AID 720509, 2013; 0.21% of 370,000 active; Fibrin DD(E) TRITC-Tn6 fluorescence polarization displacement; Fibrinogen beta chain (Homo sapiens), P02675; inhibition, % at 8.3 µM;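 active = inhibition above a per-campaign cutoff: mean of compounds within control limits plus 3 SD, cut at about 15% in these data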;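 also: 0% = median of all compound wells on the plate and 100% = blocking peptide control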
# Tn7 DDE FP: inhibitors of Tn7 peptide binding to fibrin DD(E), primary screen, biochemical, fluorescence polarization, human fibrin, Tn7 probe. Fibrinogen beta chain (Homo sapiens), P02675. FP displacement of FITC-Tn7 peptide from fibrin DD(E); 0% = median of compound wells per plate. inhibition, % at 8.3 µM. 0.13% of 370,000 active. AID 720508, 2013;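 active = inhibition above the mean of compounds falling within the control limits plus 3 SD of them, cut at about 14% in these data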;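 also: 0% = plate median of compound wells and 100% = 10 µM Aha-Tn7 peptide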
#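 Assay system: human fibrin DD(E). Input: DD(E) 2 µM final. Medium: Tris buffer with calcium and detergent, pH 7.8. Compound dosing: single point at 8.3 µM. Timing: 10 min plus 3 h, room temperature. Technique: fluorescence polarization of the labelled Tn7 tracer. Read-out: percent inhibition. Replicates: singlicate testing.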
# ADAM17 inh: ADAM17 inhibitors, primary screen, biochemical, QFRET. Disintegrin and metalloproteinase domain-containing protein 17 (Homo sapiens), P78536. AID 720648, 2013. inhibition, % at 6.95 µM. 0.83% of 370,000 active. recombinant ADAM17, EDANS/DABCYL FRET peptide cleavage;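 active = inhibition above the mean of compounds lying between control limits plus 3 SD, set per campaign, cut at about 8.5% in these data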;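 also: 0% = DMSO-only wells as the low control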
# Starred values were filed as active, the others as inactive; i = inactive; x = no result given.
SMILES,TDP2 inh,PLCb3 inh,ADAM10 inh,ARFGAP1 inh,SIAE primary,PLCg1 inh,ASAP1 inh,Tn6 DDE FP,Tn7 DDE FP,ADAM17 inh
O=C(NC1CC1)C1CCN(C(=O)c2ccc(Cl)cc2Cl)CC1,-5,-5,4,-5,-2,-3,0,1,7,0
O=S(=O)(NC1CCc2ccccc21)c1ccc(S(=O)(=O)N2CCCC2)cc1 (configuration not stated),-4,0,3,-5,-2,2,-15,-1,5,0
CN1CCN(C(=O)C2(NC(=O)NCc3ccccc3)CCCCC2)CC1,3,2,5,2,-6,1,6,5,8,0
O=C(Cc1ccccc1)NC(NC(=O)Cc1ccccc1)c1cccc([N+](=O)[O-])c1,5,0,1,-12,9,-2,-2,1,-1,2
CCCCCCCC(=O)N1CCN(c2cc3c(cc2F)c(=O)c(C(=O)O)cn3CC)CC1,3,-12,-25,3,6,-6,5,4,-5,-9
Cc1ccc(-c2cc(C(=O)NCc3ccccn3)c3ccccc3n2)cc1C,-3,-188,i,0,-13,-141,12,5,1,-188
CN(Cc1nccn1C)C(=O)CC1C(=O)NCCN1Cc1cccc(Oc2ccccc2)c1 (configuration not stated),10,-6,-14,-6,1,-8,-19,11,0,-3
COC(=O)c1ccc(C2/C(=C(/O)c3ccc4c(c3)CC(C)O4)C(=O)C(=O)N2CCN2CCOCC2)cc1 (configuration not stated),-7,-8,10,3,1,-5,2,-2,3,-4
O=C(CC1(O)C(=O)N(Cc2ccccc2)c2ccccc21)c1ccc2c(c1)OCO2 (configuration not stated),2,1,6,-3,-1,3,-10,3,3,2
COc1ccc(NC(=O)c2ccc(N3CCCC3=O)cc2)cc1Cl,6,6,-10,-2,7,-1,5,-2,-7,-1
O=C(CN1C(=O)COc2ccccc21)N(Cc1ccccc1)Cc1ccccn1,9,0,-4,7,-1,2,-7,5,-8,-5
COc1ccc(NC(=O)CCC2CCCCC2)cc1S(=O)(=O)N1CCCCC1,1,-4,4,13,-3,-4,4,-4,0,0
CCN(CC)C(=O)CN1C(=O)C2CC=C(Cl)CC2C1=O (configuration not stated),-6,-10,-1,13,7,-13,-9,7,-1,-2
COC(=O)CCN(C1CCCCC1)S(=O)(=O)c1ccc(S(=O)(=O)N2CCCCC2)cc1,4,1,6,-5,-2,4,-2,6,-1,-2
CC(C)CNC(=O)COC(=O)c1ccccc1OCC(=O)Nc1ccc(Br)cc1,-9,5,0,-6,2,3,1,-2,-9,-2
COc1ccc(NC(=O)CSCC(=O)Nc2ccccc2N2CCCCC2)cc1,-1,-3,7,0,1,-1,-8,-8,0,2
CCCN(CC(=O)Nc1ccccc1C)C(=O)c1ccc(N2CCCCC2)c([N+](=O)[O-])c1,-13,-6,1,3,-3,4,6,7,-2,0
Nc1nnnn1/N=C/c1ccccn1,9,1,-2,-9,6,1,7,2,-2,-2
COc1ccc(-c2cc(C(=O)Nc3ccc(OC)cc3OC)no2)cc1,-12,-3,-2,9,-8,2,6,-7,4,-6
O=C(N/N=C/C=N/NC(=O)c1ccco1)c1ccco1,8,-2,-9,0,1,3,-2,4,-4,1
CC(C)C(c1nnnn1C1CCCC1)N(C)C1CCCCC1 (configuration not stated),-18,5,1,8,-10,-2,8,-4,-3,-4
COc1ccc(Cc2c(C3CCCCC3)nc3ccc(Br)cn23)c(C)c1,5,-23,-16,2,5,-13,1,-4,-2,-6
O=C1CCC(C(=O)N2CCC(CCO)CC2)CN1Cc1ccc(Cl)cc1 (configuration not stated),-15,-3,3,2,0,5,-1,4,6,3
COC(=O)c1cc(OC(=O)c2ccc(=O)[nH]c2)cc(C(=O)OC)c1,4,0,-2,-3,3,-3,-11,8,6,-3
O=C(Nc1ccccc1Cl)c1ccc2ccccc2c1,-5,-13,-1,12,-1,1,6,-9,1,-3
CC1(C)CC(=O)C2=C(C1)c1c(ccc3ccccc13)NC2c1cc([N+](=O)[O-])cc([N+](=O)[O-])c1O (configuration not stated),2,1,9,2,-1,6,5,-1,2,3
O=C(CSc1nc(C2CCCCC2)nc2ccccc12)NCc1ccc2c(c1)OCO2,-18,-4,-1,2,-1,6,9,-4,-2,-2
COc1ccc(C(=O)/C=C(\Nc2ccc(Br)c(C)c2)c2ccc(OC)cc2OC)c(OC)c1,-4,-10,2,x,-4,-8,x,2,0,1
CN(C)C(=O)c1cn(-c2ccccc2)nc1-c1cccs1,-4,2,-7,-1,-4,-1,-5,6,3,-5
O=C(CN1CCN(c2ccccc2F)CC1)N1N=CCC1c1ccccc1 (configuration not stated),-7,5,4,14,-3,4,5,1,2,4
O=C(CSc1nc(-c2ccccc2)cc(=O)[nH]1)Nc1ccccc1F,-9,0,1,5,-4,-2,3,0,-4,-4
O=C(c1ccc(Sc2ccc(F)cc2)c([N+](=O)[O-])c1)N1CCOCC1,-10,-4,-8,9,-7,1,5,-4,2,-9
Fc1ccc(/C=N/Nc2nccnc2Cl)cc1,-12,-9,4,-7,1,-4,3,2,-7,1
Cc1cc(C(=O)N/N=C/c2c(C)[nH]n(-c3ccccc3)c2=O)n[nH]1,-6,-6,-2,-7,-5,-1,-6,-3,7,-4
CCCCCC1CC1C(=O)N/N=C/c1ccc(N(C)C)cc1 (configuration not stated),5,-20,-136,-8,4,-12,-2,-2,-3,-27
O=C(CN1C(=O)CNC1=O)Nc1cccc(C(F)(F)F)c1,9,-1,0,4,-2,0,3,1,-7,-3
O=C(CCN1CCN(c2ccccc2F)CC1)Nc1cccc(F)c1,3,-4,3,2,5,4,6,-1,0,0
COCCNc1nc(-c2cc3ccccc3o2)cs1,-9,-5,-3,10,-4,-1,4,-9,4,-4
c1csc(-c2noc(CN3CCc4sccc4C3)n2)c1,-12,5,4,6,0,0,-11,5,0,-4
CN(C)c1ccc(CNn2cnnc2SCc2ccc(F)cc2)cc1,-1,-2,2,10,4,0,0,2,4,-3
Cc1cc(C)n(C(=O)c2ccc([N+](=O)[O-])cc2[N+](=O)[O-])n1,-2,1,5,-2,0,4,-4,1,4,-1
CCN(CC)c1ccc(-c2nnc(SCC(=O)Nc3ccccc3C#N)n2-c2ccccc2)cc1,1,-1,-14,2,12,0,13,-4,5,-6
Cc1ccc(NCC(O)C(O)C(O)CO)cc1C (configuration not stated),4,-2,-12,-2,-11,-3,5,8,7,-4
COc1ccc(-n2c(O)c(/C=N/Nc3nc(C)cc(C)n3)c3ccccc3c2=O)cc1OC,2,-77,-79,13,4,-55,-11,-5,-2,-25
O=C(O)CCC(=O)NNC(=O)c1ccc(Br)cc1,5,-2,-6,11,2,0,6,-6,-4,3
Cc1cc(N2CCNC[C@@H]2C)ccc1N1CCN(Cc2ccccc2)[C@@H](C)C1,6,-2,-12,4,2,-2,10,-6,0,-5
CCS(=O)(=O)Nc1ccc(-c2nnc(SCC(=O)OC)o2)cc1,-1,3,2,8,0,1,1,-3,-1,-3
O=C(COC(=O)CCOc1ccccc1)Nc1ncc(Cl)cc1Cl,-20,-21,-119,-5,-4,-19,-24,2,-9,-36

# In another format: entries from further up
molecule | TDP2 inh | PLCb3 inh | ADAM10 inh | ARFGAP1 inh | SIAE primary | PLCg1 inh | ASAP1 inh | Tn6 DDE FP | Tn7 DDE FP | ADAM17 inh
O=C(CN1C(=O)CNC1=O)Nc1cccc(C(F)(F)F)c1 | 9 | -1 | 0 | 4 | -2 | 0 | 3 | 1 | -7 | -3
O=C(CCN1CCN(c2ccccc2F)CC1)Nc1cccc(F)c1 | 3 | -4 | 3 | 2 | 5 | 4 | 6 | -1 | 0 | 0
COCCNc1nc(-c2cc3ccccc3o2)cs1 | -9 | -5 | -3 | 10 | -4 | -1 | 4 | -9 | 4 | -4
c1csc(-c2noc(CN3CCc4sccc4C3)n2)c1 | -12 | 5 | 4 | 6 | 0 | 0 | -11 | 5 | 0 | -4
CN(C)c1ccc(CNn2cnnc2SCc2ccc(F)cc2)cc1 | -1 | -2 | 2 | 10 | 4 | 0 | 0 | 2 | 4 | -3
Cc1cc(C)n(C(=O)c2ccc([N+](=O)[O-])cc2[N+](=O)[O-])n1 | -2 | 1 | 5 | -2 | 0 | 4 | -4 | 1 | 4 | -1
CCN(CC)c1ccc(-c2nnc(SCC(=O)Nc3ccccc3C#N)n2-c2ccccc2)cc1 | 1 | -1 | -14 | 2 | 12 | 0 | 13 | -4 | 5 | -6
Cc1ccc(NCC(O)C(O)C(O)CO)cc1C (configuration not stated) | 4 | -2 | -12 | -2 | -11 | -3 | 5 | 8 | 7 | -4
COc1ccc(-n2c(O)c(/C=N/Nc3nc(C)cc(C)n3)c3ccccc3c2=O)cc1OC | 2 | -77 | -79 | 13 | 4 | -55 | -11 | -5 | -2 | -25
O=C(O)CCC(=O)NNC(=O)c1ccc(Br)cc1 | 5 | -2 | -6 | 11 | 2 | 0 | 6 | -6 | -4 | 3
Cc1cc(N2CCNC[C@@H]2C)ccc1N1CCN(Cc2ccccc2)[C@@H](C)C1 | 6 | -2 | -12 | 4 | 2 | -2 | 10 | -6 | 0 | -5
CCS(=O)(=O)Nc1ccc(-c2nnc(SCC(=O)OC)o2)cc1 | -1 | 3 | 2 | 8 | 0 | 1 | 1 | -3 | -1 | -3
O=C(COC(=O)CCOc1ccccc1)Nc1ncc(Cl)cc1Cl | -20 | -21 | -119 | -5 | -4 | -19 | -24 | 2 | -9 | -36
